# Screening results: PubChem BioAssay, several laboratories
# ZTA counter = ZTA (EBV) inhibition in EBNA-1 counter-screen. ZTA-DNA binding, fluorescence polarization. inhibition, % at 11 µM. 0.15% of 320,000 active; in the data active means inhibition above about 33%
# AHR act = human AHR activation | P35869 | AHR-responsive luciferase reporter cells, luminescence | activation, % at 5 µM | 2.5% of 320,000 active | AID 2796; in the data active means activation above about 47%;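 further: 0% = vehicle wells and 100% = reference agonist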
# EBNA-1 inhibitor = blocks EBNA-1 binding to DNA; EBNA-1 DNA binding, fluorescence polarization; inhibition, % at 14.8 µM; AID 1950; 0.34% of 300,000 active; in the data active means inhibition above about 28%
# proCasp3 act = activators of human procaspase-3; recombinant procaspase-3 D3A, Ac-DEVD-pNA absorbance 405 nm; activation, % at 8.5 µM; 0.11% of 330,000 active;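 active means activation above the mean of all tested compounds plus 3 SD, cut at about 21% in these data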;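 further: 0% = DMSO alone and 100% = DMSO wells spiked with extra 5 µM PC-3 D3A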
#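 System: Procaspase-3 D3A mutant. Medium: Zinc-free 300 mM NaCl, 50 mM HEPES, 0.01% Triton X-100. Schedule: 1 h preincubation plus 2 h reaction at 25 °C. Measured by: 405 nm absorbance of p-nitroaniline, reads at 0 and 120 min. Read-out: percent activation relative to control range.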
# LAP4-GFP MLPCN = modulators of TOR pathway LAP4-GFP in S. cerevisiae. AID 2023. S. cerevisiae LAP4-GFP multiplex, flow cytometry GFP, 3 h; median GFP as percent of DMSO wells. GFP response vs DMSO, % at 10 µM. 0.34% of 320,000 active;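 active means GFP response vs DMSO above a set limit, about the screen mean plus 3 SD, cut at about 150% in these data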
# RPL19A-GFP yeast = modulators of TOR pathway RPL19A-GFP in S. cerevisiae. S. cerevisiae RPL19A-GFP strain, flow cytometry, 3 h; stronger effect = lower value. percent response vs DMSO, % at 10 µM. 0.3% of 330,000 active. AID 2025;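 active means percent response vs DMSO below 50%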;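 further: median channel GFP fluorescence of the barcoded RPL19A-GFP strain; ratio of sample median GFP to plate DMSO average so 100% = DMSO; lower means less RPL19A-GFP as with rapamycin TOR inhibition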
# proCasp7 act = activates human procaspase-7, counter-screen for procaspase-3 activators; P55210; recombinant procaspase-7, Ac-DEVD-pNA absorbance 405 nm; D23A/D198A/D206A triple mutant, cannot self-cleave; scale: DMSO 0, 5 µM enzyme 100; activation, % at 8.5 µM; 0.093% of 330,000 active; AID 463210;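 active means percent activation above the screen-wide mean plus 3 SD, cut at about 25% in these data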
#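 Test system: Procaspase-7 triple mutant (PC-7 D3A). Also added: Ac-DEVD-pNA substrate, 400 µM as added. Schedule: 1 h enzyme–compound preincubation and 2 h substrate reaction, both 25 °C. Signal: p-Nitroaniline absorbance at 405 nm, read at 0 and 120 min. Control set: low DMSO alone, high DMSO plus 5 µM PC-7.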
# MEP2 TOR yeast = alters MEP2-GFP fluorescence in TOR pathway yeast screen. S. cerevisiae MEP2-GFP strain, flow cytometry GFP, 3 h; 100% = DMSO control level. GFP response vs DMSO, % at 10 µM. 0.51% of 330,000 active. AID 2016;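 active means GFP response versus DMSO above a set limit, roughly screen mean plus 3 SD, cut at about 180% in these data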;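 further: median GFP fluorescence of the barcode-gated MEP2-GFP cells per well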
# * = called active by the depositor; . = not tested or not shown; [ ] = dose if it differs, or a comment.
1	Cc1ccc(S(=O)(=O)NCC(=O)N/N=C/c2ccc(Cl)cc2)cc1
2	CSC1=C(C#N)C(C)CC(=O)N1 (stereo not given)
3	COc1cccc(OCc2cc(C(=O)N(C)C3CC(C)(C)NC(C)(C)C3)no2)c1
4	COC(=O)CSc1nnc(NC(=O)CCc2ccccc2)s1
5	CCOc1ccccc1NC(=O)COC(=O)CNS(=O)(=O)c1ccc(C)cc1
6	CC(=O)Oc1ccc(N2C(=O)C3C4C=CC(C5CC45)C3C2=O)cc1[N+](=O)[O-] (stereo not given)
assay / entry	1	2	3	4	5	6
ZTA counter	13	-23	-10	3	-4	-1
AHR act	3	5	2	-1	1	1
EBNA-1 inhibitor	2	-3	-2	9	-10	-6
proCasp3 act	-2	4	-2	0	-4	4
LAP4-GFP MLPCN	90	93	88	105	92	93
RPL19A-GFP yeast	98	107	100	103	102	95
proCasp7 act	11	5	2	3	2	-3
MEP2 TOR yeast	93	106	95	99	105	88

7	O=C(/C=C/c1cn(CC(O)CN2CCOCC2)c2ccccc12)c1cccs1 (stereo not given)
8	CC1(C)CC(=O)C2=C(C1)OC(/N=C/N1CCCC1)=C(C#N)C2c1ccccc1 (stereo not given)
9	COc1ccc(/C=C/C(=O)c2ccc3c(c2)OCCO3)cc1[N+](=O)[O-]
10	COc1ccc(-n2c(SCC(=O)Nc3cc(C(=O)O)ccc3C)nc3ccccc3c2=O)cc1Cl
11	CC(=O)N=C1C=CC(=CN(O)C(C)(C)Cc2ccccc2)C=C1
12	COC(=O)C1=C(C)N(C2CCCCC2)C(=O)/C1=C\c1cccs1
assay / entry	7	8	9	10	11	12
ZTA counter	7	-18	-3	5	-3	11
AHR act	9	-1	-1	-1	1	-1
EBNA-1 inhibitor	2	-3	-1	3	-6	5
proCasp3 act	-13	-10	-5	4	-3	0
LAP4-GFP MLPCN	106	109	89	98	109	109
RPL19A-GFP yeast	95	96	89	95	104	96
proCasp7 act	-15	4	-3	1	3	-5
MEP2 TOR yeast	92	101	93	96	92	96

# Quoted from the results shown for reference:
8	CC1(C)CC(=O)C2=C(C1)OC(/N=C/N1CCCC1)=C(C#N)C2c1ccccc1 (stereo not given)
9	COc1ccc(/C=C/C(=O)c2ccc3c(c2)OCCO3)cc1[N+](=O)[O-]
10	COc1ccc(-n2c(SCC(=O)Nc3cc(C(=O)O)ccc3C)nc3ccccc3c2=O)cc1Cl
assay / entry	8	9	10
ZTA counter	-18	-3	5
AHR act	-1	-1	-1
EBNA-1 inhibitor	-3	-1	3
proCasp3 act	-10	-5	4
LAP4-GFP MLPCN	109	89	98
RPL19A-GFP yeast	96	89	95
proCasp7 act	4	-3	1
MEP2 TOR yeast	101	93	96

# (cont.)
13	CCC(C)NC(=O)c1ccc(CNS(=O)(=O)c2ccc3c(c2)C(C)(C)C(=O)N3C)cc1 (stereo not given)
14	Cc1cccc(SC2CCN(Cc3nc(CC4CC4)no3)CC2)c1
15	Cc1ccn(C(CC(=O)c2ccc(Br)cc2)C(=O)O)n1 (stereo not given)
16	Cc1ccc(/C(O)=C2/C(=O)C(=O)N(CC(=O)O)C2c2ccc([N+](=O)[O-])cc2)cc1 (stereo not given)
17	CN1CCO/C1=C(\C(Cl)=C(Cl)Cl)[N+](=O)[O-]
18	Cn1ncc2c(Nc3ccc(Br)cc3)nc(Nc3ccc(Br)cc3)nc21
assay / entry	13	14	15	16	17	18
ZTA counter	4	-28	-17	14	2	27
AHR act	4	3	1	-2	1	112*
EBNA-1 inhibitor	1	4	3	-5	-4	0
proCasp3 act	4	0	-27	-1	-3	6
LAP4-GFP MLPCN	101	102	96	101	101	.
RPL19A-GFP yeast	102	94	95	102	94	85
proCasp7 act	12	8	-32	-28	-2	2
MEP2 TOR yeast	98	101	94	102	101	96

# Filtered by structure, those above containing a nitro group on carbon.
6	CC(=O)Oc1ccc(N2C(=O)C3C4C=CC(C5CC45)C3C2=O)cc1[N+](=O)[O-] (stereo not given)
9	COc1ccc(/C=C/C(=O)c2ccc3c(c2)OCCO3)cc1[N+](=O)[O-]
16	Cc1ccc(/C(O)=C2/C(=O)C(=O)N(CC(=O)O)C2c2ccc([N+](=O)[O-])cc2)cc1 (stereo not given)
17	CN1CCO/C1=C(\C(Cl)=C(Cl)Cl)[N+](=O)[O-]
assay / entry	6	9	16	17
ZTA counter	-1	-3	14	2
AHR act	1	-1	-2	1
EBNA-1 inhibitor	-6	-1	-5	-4
proCasp3 act	4	-5	-1	-3
LAP4-GFP MLPCN	93	89	101	101
RPL19A-GFP yeast	95	89	102	94
proCasp7 act	-3	-3	-28	-2
MEP2 TOR yeast	88	93	102	101

# Further compounds:
19	Cc1noc(C)c1COc1cccc(C(=O)NCCc2c[nH]c3ccccc23)c1
20	O=C(CC(=O)N/N=C\c1c(Cl)cccc1Cl)NCc1ccccc1
21	Cc1ccc2c(c1)cc1c(=O)[nH]ncn12
22	CC(C)(C)OC(=O)C[C@@H]1C/C=C\C[C@@H](CC(=O)N(CCO)Cc2ccccc2)C(=O)N[C@H](Cc2ccccc2)COC1=O
23	CCCCN(C(=O)CCCc1nc2ccccc2s1)c1c(N)n(CCCC)c(=O)[nH]c1=O
24	N#Cc1c(NC(=O)CSc2nnc(-c3ccccc3O)n2-c2ccccc2)sc2c1CCCC2
assay / entry	19	20	21	22	23	24
ZTA counter	6	2	-3	.	5	-3
AHR act	13	2	4	2	0	4
EBNA-1 inhibitor	-3	3	-8	.	6	6
proCasp3 act	4	2	5	-2	-1	3
LAP4-GFP MLPCN	94	117	91	94	90[may fluoresce green]	99
RPL19A-GFP yeast	96	107	86	100	97[may fluoresce green]	99
proCasp7 act	0	14	20	0	5	-8
MEP2 TOR yeast	103	104	89	92	96[may fluoresce green]	102

25	Cc1cc(C(=O)NCCN2CCOCC2)c2ccccc2n1
26	c1ccc2c(c1)OCC(c1csc3ncnc(N4CCCC4)c13)O2 (stereo not given)
27	COc1cc2c(cc1NC(=O)Nc1ccccc1)oc1ccccc12
28	Cc1nn(Cc2ccc(Cl)cc2)c(=O)n1N(C)c1ncc(C(F)(F)F)cc1Cl
29	O=C(NCC1CCCN(C(=O)NCc2ccccc2)C1)c1ccc2c(c1)OCO2 (stereo not given)
30	Cc1c(-n2c(=S)[nH]c3ccccc3c2=O)c(=O)n(-c2ccccc2)n1C
assay / entry	25	26	27	28	29	30
ZTA counter	.	10	8	-10	11	-15
AHR act	2	0	48*	4	5	0
EBNA-1 inhibitor	.	-6	18	10	1	-6
proCasp3 act	-25	-6	3	-5	-2	3
LAP4-GFP MLPCN	97	89	94	116	85	95
RPL19A-GFP yeast	92	108	84	88	89	102
proCasp7 act	-4	3	0	-3	5	-5
MEP2 TOR yeast	86	107	90	207*	90	100

31	O=C(NCc1ccccn1)c1cccc([N+](=O)[O-])c1
32	COc1cc(OC)cc(C(=O)NNC(=O)c2ccc(S(=O)(=O)N(C)c3ccccc3OC)cc2)c1
33	CCCn1nnnc1SCC(=O)N1CCN(C(=O)c2ccco2)CC1
34	CCN(CC)S(=O)(=O)c1ccc2c(c1)nc(CCC(=O)OCC(=O)Nc1c(F)cccc1F)n2C
35	O=C(NCc1nnc(SCC(=O)N2CCC(Cc3ccccc3)CC2)o1)c1ccccc1F
36	O=S(=O)(c1cccs1)N1CCC(CO)(Cc2ccc(Cl)cc2)CC1
assay / entry	31	32	33	34	35	36
ZTA counter	-4	-11	-8	9	-5	-3
AHR act	1	3	-2	-3	-1	0
EBNA-1 inhibitor	0	-9	-4	2	-9	1
proCasp3 act	9	5	10	-4	10	2
LAP4-GFP MLPCN	100	96	104	107	96	99
RPL19A-GFP yeast	99	97	99	104	105	90
proCasp7 act	10	4	3	1	-1	3
MEP2 TOR yeast	103	95	104	129	95	101

37	O=C(/C=C/c1cccc(Br)c1)NCc1ccncc1
38	C=CCn1c(SC2CCOC2=O)nc2scc(C3CC3)c2c1=O (stereo not given)
39	CC(C)NC(=O)[C@H](CSCc1ccccc1)N1Cc2ccccc2C1=O
40	COC(=O)c1ccc(CN2[C@H](C(=O)OC)C[C@@]3(O)[C@@H](O)[C@@H](O)[C@@H](O)C[C@@H]23)cc1
41	CCOC(=O)c1ccc(NC(=O)CCn2nnc3ccccc32)cc1
42	CCN(CC)CCCn1c2c(c(SCC(=O)Nc3cccc(C)c3C)nc1=O)CCC2
assay / entry	37	38	39	40	41	42
ZTA counter	-3	6	-4	-18	-1	1
AHR act	16	9	-1	2	4	-2
EBNA-1 inhibitor	-1	-3	-5	6	-11	-5
proCasp3 act	4	7	3	-9	1	3
LAP4-GFP MLPCN	104	99	98	98	102	105
RPL19A-GFP yeast	99	102	100	100	102	95
proCasp7 act	6	-8	3	-3	0	-11
MEP2 TOR yeast	101	103	113	101	106	87

43	Cc1ccc(NC(=O)Cn2ncc3ccccc32)c(Cl)c1
44	COc1cccc(N2[C@@H](CC(C)=O)c3ccccc3S2(=O)=O)c1
45	Cc1ccc(/C=N/NC(=O)CSc2nc3ccccc3n2Cc2ccc(Cl)cc2)o1
46	O=C(NC(=S)Nc1ccc(N2CCCCC2)cc1)c1cccs1
47	CN(C)N=Nc1ccc(S(=O)(=O)NC(=O)Cc2ccccc2)cc1
48	COc1ccccc1N1CCN(CC(=O)c2c(C)[nH]c3ccccc23)CC1
assay / entry	43	44	45	46	47	48
ZTA counter	-3	-14	-7	-1	2	4
AHR act	1	4	10	8	1	9
EBNA-1 inhibitor	-4	-1	5	-1	3	4
proCasp3 act	2	-1	-1	-14	1	-2
LAP4-GFP MLPCN	112	134	83	106	92	79
RPL19A-GFP yeast	107	107	99	103	96	116
proCasp7 act	2	1	-6	-20	2	1
MEP2 TOR yeast	111	102	98	108	100	98

49	CCc1ccc(/C=N/n2c(C3CCCCC3)n[nH]c2=S)cc1
50	OCCN1CCN(C(=S)Nc2ccc(SC(F)F)cc2)CC1
51	CCc1noc(C)c1C(=O)NNC(=O)c1ccc(F)cc1
52	COC(=O)CN(c1cc(C(F)(F)F)ccc1Cl)S(C)(=O)=O
53	Cc1cc(C)cc(NC(=O)CSc2nc3nc(C)cc(C)n3n2)c1
54	O=C(O)c1ccc(CS(=O)(=O)Cc2ccccc2F)o1
assay / entry	49	50	51	52	53	54
ZTA counter	-18	-13	-10	-4	-9	12
AHR act	0	0	1	3	-2	0
EBNA-1 inhibitor	4	1	-1	1	.	9
proCasp3 act	-11	-10	12	5	-2	4
LAP4-GFP MLPCN	96	100	103	110	101	94
RPL19A-GFP yeast	101	98	104	99	100	100
proCasp7 act	-2	-19	2	11	-1	3
MEP2 TOR yeast	108	91	100	108	102	103

55	CC(=O)N1CCC(N(CCCOC(C)C)C(=O)Nc2ccc(C)c(C)c2)CC1
56	COc1ccc(-c2ccc(C#N)c(OC(=O)c3c(Cl)cccc3Cl)n2)cc1
57	O=C(CCCOc1ccccc1)N1CCc2ccccc2C1
58	CCc1ccc(NC(=O)C2C3C=CC(C4CC34)C2C(=O)O)cc1 (stereo not given)
59	COc1ccc(C2(C)NC(=O)N(CC(=O)NC(C)c3ccc(CC(C)C)cc3)C2=O)cc1 (stereo not given)
60	CC1CC(C)CN(C(=O)CSc2nc(N)cc(=O)[nH]2)C1 (stereo not given)
61	CC(C)OC(=O)Cn1nc(C(F)(F)F)c2c1CCCC2
62	Cc1cccc(OCC(=O)N/N=C\C=C\c2ccc3c(c2)OCO3)c1C
63	COc1ccc2c(-c3ccccc3)cc3nnnn3c2c1
assay / entry	55	56	57	58	59	60	61	62	63
ZTA counter	-8	13	-5	-8	4	-10	8	-7	-8
AHR act	0	4	-6	8	0	2	-3	1	4
EBNA-1 inhibitor	-4	6	1	0	-6	-6	5	59*	19
proCasp3 act	3	3	-9	-2	4	-6	2	-5	-3
LAP4-GFP MLPCN	99	99	106	85	88	89	97	100	107
RPL19A-GFP yeast	105	99	103	98	92	98	97	101	98
proCasp7 act	6	1	9	6	7	-6	5	0	4
MEP2 TOR yeast	107	114	102	98	86	95	96	99	104
